# Source: PubChem
# Avidin fluor = compound fluoresces at 488/530 nm on avidin beads; fluorescence (KMESF) at 10 µM; compound fluorescence 488/530 nm, flow cytometry; hits give high values; hit rate 0.38% among 220,000; in the data active means fluorescence above about 47; further: inactives centre near 10
# ABCG2 block = blocks JC-1 efflux by human ABCG2 transporter; inhibition, % at 6.6 µM; IgMXP3 cells, flow cytometry; Q9UNQ0; hit rate 0.1% among 190,000; AID 1325;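 active means inhibition above 80%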;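 further: 0% = DMSO and 100% = nicardipine control wells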
#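 material = IgMXP3 (ABCG2) plus far-red-tagged CCRF-Adr (ABCB1) cells | amount = 3 million cells/mL, equal mix of both lines | also added = JC-1 transporter substrate | dosing = one concentration, 6.6 µM final | schedule = 10 min at 25 °C | measured by = flow cytometric JC-1 green MFI at 530 nm | read-out basis = percent efflux inhibition, scaled nicardipine 100% to DMSO 0%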
# Bcl-W Bim block = human Bim-Bcl-W interaction inhibition; bead-based flow cytometry, Bim peptide-Bcl-W binding; inhibition, % at 10 µM; hit rate 0.02% among 190,000; AID 952;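 further: 0% = bound tracer without compound and 100% = peptide blocker; higher means less fluorescent Bim peptide bound to Bcl-W beads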
# GSH bead fluor = GSH bead compound fluorescence profile | fluorescence (KMESF) at 10 µM | GSH beads flow cytometry, compound fluorescence 488/530 nm; hits give high values | AID 1776 | hit rate 0.25% among 190,000; in the data active means fluorescence above about 89;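 further: glutathione beads carrying GST-tagged Bcl family fusion proteins plus one bare bead set; values are compound well signal with DMSO vehicle wells as background; inactives centre near 16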
# Bcl-XL Bim block = inhibitors of Bim-Bcl-XL interaction, human; inhibition, % at 10 µM; Q07817; Bim peptide-Bcl-XL binding, bead flow cytometry, fluorescence; hit rate 0.04% among 190,000
# Bcl-2 Bim block = human Bim-Bcl-2 interaction inhibition | P10415 | Bead-based flow cytometry, Bim peptide-Bcl-2 binding | inhibition, % at 10 µM | hit rate 0.06% among 190,000; in the data active means inhibition above about 40%; inconclusive means no clear call, values can overlap the other calls;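 further: 0% = no compound wells with probe peptide and 100% = reference peptide inhibitor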
# ABCB1 block = blocks JC-1 efflux by human ABCB1 transporter; inhibition, % at 6.6 µM; CCRF-Adr cells, flow cytometry; P08183; hit rate 0.067% among 190,000; in the data active means inhibition above about 40%;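 further: 0% = vehicle and 100% = reference inhibitor; higher value means more JC-1 retained so stronger ABCB1 efflux block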
# Target sequence (P08183 whole entry, looked up): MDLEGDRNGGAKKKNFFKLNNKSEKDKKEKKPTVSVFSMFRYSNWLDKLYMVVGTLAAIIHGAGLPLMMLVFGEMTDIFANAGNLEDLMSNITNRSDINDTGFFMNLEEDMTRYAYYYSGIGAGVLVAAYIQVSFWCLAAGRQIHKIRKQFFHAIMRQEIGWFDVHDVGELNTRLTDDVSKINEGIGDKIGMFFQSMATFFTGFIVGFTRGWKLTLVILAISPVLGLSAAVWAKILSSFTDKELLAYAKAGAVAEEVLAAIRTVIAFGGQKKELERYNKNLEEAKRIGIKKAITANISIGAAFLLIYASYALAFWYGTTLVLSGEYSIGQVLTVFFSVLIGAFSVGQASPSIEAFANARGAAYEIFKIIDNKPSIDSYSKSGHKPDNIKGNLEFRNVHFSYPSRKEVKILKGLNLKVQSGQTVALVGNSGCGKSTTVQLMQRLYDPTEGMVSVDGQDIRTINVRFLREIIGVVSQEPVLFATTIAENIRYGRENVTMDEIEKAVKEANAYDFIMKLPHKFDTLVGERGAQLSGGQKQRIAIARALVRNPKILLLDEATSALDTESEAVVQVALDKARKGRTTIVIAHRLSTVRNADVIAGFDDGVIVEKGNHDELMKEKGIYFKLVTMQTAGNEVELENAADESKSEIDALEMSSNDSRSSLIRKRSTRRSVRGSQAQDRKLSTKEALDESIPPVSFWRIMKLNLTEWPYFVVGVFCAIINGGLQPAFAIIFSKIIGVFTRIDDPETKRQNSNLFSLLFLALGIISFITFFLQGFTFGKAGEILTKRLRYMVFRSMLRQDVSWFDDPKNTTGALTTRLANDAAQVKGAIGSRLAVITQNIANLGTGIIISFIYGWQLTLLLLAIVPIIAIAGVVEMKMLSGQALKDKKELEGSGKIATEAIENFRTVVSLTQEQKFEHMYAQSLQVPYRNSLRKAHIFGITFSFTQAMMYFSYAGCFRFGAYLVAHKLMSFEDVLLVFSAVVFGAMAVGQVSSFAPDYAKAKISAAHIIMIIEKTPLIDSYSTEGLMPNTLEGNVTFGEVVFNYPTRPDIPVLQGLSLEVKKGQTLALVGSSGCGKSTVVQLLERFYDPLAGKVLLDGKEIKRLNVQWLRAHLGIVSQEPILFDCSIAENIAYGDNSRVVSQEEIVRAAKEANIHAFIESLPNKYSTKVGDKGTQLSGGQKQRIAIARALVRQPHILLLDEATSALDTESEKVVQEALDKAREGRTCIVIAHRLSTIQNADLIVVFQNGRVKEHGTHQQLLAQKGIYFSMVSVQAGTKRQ
# RGS7-Gao reg = human RGS7-Galphao interaction regulation | Multiplexed bead flow cytometry, RGS7-Galphao binding; actives lie on both sides | binding response (% of control), % at 10 µM | hit rate 0.35% among 220,000; in the data active means binding response below about 49% or above about 150%; inconclusive means no clear call, values can overlap the other calls; inactive means in between;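 further: fluorescent Galphao held in activated GDP-AlF4 state binding bead-coupled RGS7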
# Bim-Bcl-B = human Bim-Bcl-B interaction inhibition | hit rate 0.073% among 190,000 | inhibition, % at 10 µM | bead-based flow cytometry, Bim peptide-Bcl-B binding;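 further: 0% = tracer peptide without compound and 100% = reference inhibitor peptide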
# RGS4-Gao reg = human RGS4-Galphao interaction regulation | binding response (% of control), % at 10 µM | AID 1415 | Multiplexed bead flow cytometry, RGS4-Galphao binding; actives lie on both sides | hit rate 0.33% among 220,000 | P09471; in the data active means binding response below about 49% or above about 150%; inactive means in between;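 further: fluorescent Galphao activated with aluminum fluoride binding bead-coupled RGS4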
# Bfl-1 Bim block = inhibitors of Bim-Bfl-1 interaction, human. Q16548. Bead-based flow cytometry, Bim-Bfl-1 binding inhibition. inhibition, % at 10 µM. hit rate 0.12% among 190,000. AID 1008;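 further: 0% = wells without compound plus tracer and 100% = blocker peptide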
# * marks the source's active call; other numbers are inactive results; ? = inconclusive. Unless noted, no stated cut-off is given here; in the data, active means inhibition above about 40%. Rows were taken by chance; any-hit rate near 1.3%.
Avidin fluor	ABCG2 block	Bcl-W Bim block	GSH bead fluor	Bcl-XL Bim block	Bcl-2 Bim block	ABCB1 block	RGS7-Gao reg	Bim-Bcl-B	RGS4-Gao reg	Bfl-1 Bim block	mol
10	1	-1	10	0	1	-0.9	100	0	103	2	CN(CCc1cn[nH]c1)Cc1nc(Cc2ccccc2)no1
4	1	2	27	-2	0	0.3	100	-1	98	-9	CCCc1oc(C(=O)O)cc1CN1CCCC1
7	0	0	41	-7	-7	0.4	92	-8	93	-12	COc1ccc2[nH]cc(C3N4CC5(C)CN3CC(C)(C4)C5=O)c2c1 (stereo unspecified)
13	0	-1	64	-2	-2	0.2	101	-1	99	-4	CC(O)COc1ccc(/C(=N/O)c2ccccc2)cc1 (stereo unspecified)
10	9	-5	10	-4	-1	1.3	96	3	94	-4	O=C(CNC(=O)/C(=C\c1ccc(Br)cc1)NC(=O)c1ccccc1)OCc1ccccc1
11	1	-2	16	-1	-2	0.4	99	-5	101	-6	CCOC(=O)c1c(C)[nH]c(C)c1C(=O)COC(=O)c1nc2nccc(C)n2n1
10	-2	0	18	-3	-1	1.7	104	-9	98	0	Cc1ccc(S(=O)(=O)N2CCC(=O)N(C(COCc3ccc(Cl)cc3)C(C)C)CC2)cc1 (stereo unspecified)
21	5	-1	38	-12	-5	0.8	98	-7	100	-11	Cn1c(NCc2ccco2)nc2ccccc21
7	6	-1	18	-4	-9	0.6	101	-6	100	-13	CCSc1nnc(NC(=O)CSc2nnc(-c3c[nH]c4ccccc34)n2C)s1
13	2	0	32	-6	-9	0.2	98	-7	101	-13	O=C1c2cccnc2C(=O)N1Cc1ccc2c(c1)OCO2
27	12	2	21	0	-5	-0.1	101	-4	100	-11	Cn1ccnc1SCC(=O)Nc1cccc(C(F)(F)F)c1
10	19	-6	11	-7	-5	1.5	103	-4	101	-4	CCC(CC)C(=O)Oc1c(Sc2ccccc2[N+](=O)[O-])c(C)nn1C(C)(C)C
13	29	1	34	-6	-9	0.2	103	-8	101	-18	CCCCCCCC(=O)N/N=C/c1cccnc1
7	-3	9	10	15	24	0.2	95	-6	86	9	CCn1cc(C=C2C(=O)c3ccccc3C2=O)c2ccccc21
6	4	0	15	-3	-1	0.4	96	-3	97	-1	CCCCC(CC)COC1(c2ccccc2)OC(=O)c2ccccc21 (stereo unspecified)
14	0	0	21	-1	0	-0.5	103	0	103	0	O=C(NCCNCc1ccc(F)cc1)c1ccco1
16	2	-4	17	-7	-4	0.6	98	-3	98	-13	O=C(Nc1ccccc1)c1ccc[n+](Cc2ccc([N+](=O)[O-])cc2)c1
4	13	-16	20	-12	-6	0.9	94	-11	88	-9	COc1cccc(Nc2nc(C)cc(C)c2C#N)c1
10	8	-1	22	-3	0	1.1	?	-4	101	-4	O=S(=O)(Cc1ccccc1)Cc1cnc(Cl)s1
7	18	0	14	-8	-10	-0.4	100	-7	104	-10	COc1ccc(C(O)C(CN2CCOCC2)c2ccccc2)cc1 (stereo unspecified)
3	21	1	16	4	4	1.2	105	1	106	1	CCOc1cccc(C(=O)Nc2cccc(C(C)=O)c2)c1
10	12	-2	10	-5	-4	0.9	91	-7	93	-14	CCN(c1ccccc1)S(=O)(=O)c1ccc(Cl)c(NC(=O)COC(=O)c2cccc(OC)c2O)c1
9	2	2	22	0	0	0.4	98	-2	100	-6	COc1ccc(S(=O)(=O)NCC2CCCN(C(=O)c3sccc3C)C2)cc1 (stereo unspecified)
8	2	2	14	13	11	0.1	105	-29	98	9	O=c1oc(-c2cccs2)nc2scc(-c3cccs3)c12
6	-3	-7	13	-10	-2	-0.5	100	-7	99	-2	COc1cccc(NC(=S)NC(=O)c2c(Cl)c(C)nn2C)c1
7	2	0	14	-2	-1	1.0	104	-2	106	0	O=C(NC1CCCCC1)C(c1ccccc1)N1CCOCC1 (stereo unspecified)
13	16	-1	31	-9	-3	0.3	99	-9	101	-10	COc1ccc(OC)c(S(=O)(=O)N(C)CC(=O)Nc2ccc3c(c2)OCO3)c1
2	4	-2	9	-3	-3	0.1	105	-3	102	-6	O=C(c1ccc(OC2CCN(CCc3ccccc3)CC2)cc1)N1CCCC(O)C1 (stereo unspecified)
35	0	-2	8	-2	-3	0.0	110	1	109	0	COc1ccc(/C=C(/NC(=O)c2ccccc2)C(=O)N/N=C/c2ccc3c(c2)OCO3)cc1OC
38	2	-2	23	-2	-1	0.5	99	0	101	-2	O=S(=O)(NCC1CCCO1)c1ccc2ccccc2c1 (stereo unspecified)

# The closing three compounds of the section above lead into the next.
Avidin fluor	ABCG2 block	Bcl-W Bim block	GSH bead fluor	Bcl-XL Bim block	Bcl-2 Bim block	ABCB1 block	RGS7-Gao reg	Bim-Bcl-B	RGS4-Gao reg	Bfl-1 Bim block	mol
2	4	-2	9	-3	-3	0.1	105	-3	102	-6	O=C(c1ccc(OC2CCN(CCc3ccccc3)CC2)cc1)N1CCCC(O)C1 (stereo unspecified)
35	0	-2	8	-2	-3	0.0	110	1	109	0	COc1ccc(/C=C(/NC(=O)c2ccccc2)C(=O)N/N=C/c2ccc3c(c2)OCO3)cc1OC
38	2	-2	23	-2	-1	0.5	99	0	101	-2	O=S(=O)(NCC1CCCO1)c1ccc2ccccc2c1 (stereo unspecified)
13	2	-5	15	-3	-9	0.8	104	-5	104	-4	O=C(NC1CCCCC1)NC1CC2CCC(C1)N2Cc1nnnn1Cc1ccc2c(c1)OCO2 (stereo unspecified)
11	9	3	36	-9	-7	1.3	100	-7	98	-9	COc1ccc(OCCn2c(NC(=O)c3ccco3)nc3ccccc32)cc1
12	1	0	5	-3	-8	0.9	99	-1	99	-1	CCOC(=O)c1cnn(CCOC(=O)C(C)(C)C)c1NC(=O)C(C)(C)C
17	-2	0	19	0	-2	-2.6	96	-3	95	-1	CCOC(=O)c1ccc(NC(=O)Nc2c(C)nn(C)c2C)cc1
24	2	-1	9	-1	-3	0.5	102	-1	104	0	N#Cc1c(NC(=O)CSc2ncnc3c2cnn3-c2ccccc2Cl)sc2c1CCCC2
5	3	0	31	0	-1	0.2	98	0	97	3	CCn1c(=O)[nH]c2cc(C(=O)N3CCN(c4ccccc4)CC3)ccc2c1=O
9	0	-1	17	-5	-6	0.6	?	-2	96	-6	CC(C(=O)Nc1ccccc1C(=O)O)n1c(C(F)(F)F)nc2ccccc21 (stereo unspecified)
13	22	-4	33	-9	-13	2.3	103	-10	101	-22	O=C(Oc1ccc(Cl)c2ccccc12)N1CCCCC1
5	3	0	12	-3	2	0.6	103	0	103	0	CCCCCNC(=O)CCc1ccccc1
6	6	-2	22	-2	1	2.4	104	-10	106	-5	COc1ccc(C)cc1NC(=S)NC(C)c1ccc(OC)c(OC)c1 (stereo unspecified)
41	63	1	20	0	-5	3.5	106	-4	105	-15	O=C(Nc1cc(C(F)(F)F)ccc1N1CCOCC1)c1cncc(Br)c1
9	22	0	10	0	-3	0.5	98	-5	101	-5	COc1cccc(OC)c1C(=O)NNC(=O)c1ccc(F)cc1
8	0	0	18	0	-4	0.1	96	-5	99	-10	Cc1ccc(-c2nc(C)c(C(=O)O)s2)cc1
12	5	-1	13	-5	-3	1.2	101	-9	97	3	c1ccc(C[n+]2csc3ccccc32)cc1
11	0	2	51	9	-6	-0.2	104	-8	105	-9	COc1ccc(/C=C/C(=O)NC(=S)NNC(=O)Cc2cccs2)cc1
17	0	-3	17	-7	-8	0.3	100	-11	99	-13	Brc1cc2c(cc1/C=N/Nc1nc(N3CCOCC3)nc(N3CCOCC3)n1)OCO2
9	-8	0	12	1	2	-1.3	96	-2	95	-4	Cn1cc(/C=C(\C#N)C(=O)Nc2cccc([N+](=O)[O-])c2)c2ccccc21
7	2	-1	35	-12	-4	0.7	90	-5	100	-11	O=C1CC(N2CCN(c3ccc(F)cc3)CC2)C(=O)N1Cc1cccs1 (stereo unspecified)
9	2	0	16	-5	-9	0.7	104	-7	104	-11	CC1CN(CCC(=O)Nc2ccc3c(c2)CCC3)CC(C)O1 (stereo unspecified)
4	1	-2	24	-2	3	1.5	103	1	94	4	COCCn1c(SCC(=O)Nc2ccccc2OC)nc2c(oc3ccccc32)c1=O
13	3	4	27	0	2	0.9	102	-1	103	-2	CCn1ncc([N+](=O)[O-])c1C(=O)Nc1nc2cccc(C)c2s1
3	-4	-4	24	-4	-2	-3.4	92	-3	91	-2	CS(=O)(=O)c1ccc2nc(NC(=O)c3ccco3)sc2c1
6	2	-1	16	2	0	0.5	96	-3	101	-2	O=C(O)C1=C[C@@H](c2ccc(C(F)(F)F)cc2)C[C@@H](OCc2ccc(CO)cc2)O1
6	3	2	26	2	3	-0.1	107	-7	112	0	CCCCCCOC(=O)C(C#N)c1nc2ccccc2nc1N1CCCCC1 (stereo unspecified)
10	-10	12	5	23	20	-1.1	100	17	98	26	O=[N+]([O-])c1cccc(/C=N\N=C2c3ccccc3-c3ccccc32)c1O
10	0	2	11	-1	2	0.1	97	-2	97	-4	O=C(NC1CC1)c1cc(OCC(F)(F)F)ccc1OCC(F)(F)F
33	-1	0	12	-2	3	-0.2	98	0	102	-1	CC(C)(C)c1ccc(-c2nc3c(C#N)c(-c4ccc5c(c4)OCO5)ccn3n2)cc1
5	0	-5	10	-6	-4	0.7	103	-6	100	-2	O=C(NCCCNc1ccc([N+](=O)[O-])cc1)C(F)(F)F
11	8	0	13	-1	0	0.9	104	-4	102	-3	CCNS(=O)(=O)c1ccc(CCC(=O)NCc2ccccc2)cc1
7	1	-1	13	-1	-7	0.1	100	-7	101	-10	CCn1c(C(=O)NC(C)c2ccc3c(c2)OCCO3)cc2sccc21 (stereo unspecified)
5	3	-3	11	-7	2	0.6	100	-4	101	-2	NC(=O)c1cc([N+](=O)[O-])ccc1N1CCCCC1
17	0	0	21	-1	-1	0.1	98	-3	96	-3	O=C(CCCCCn1c(=O)[nH]c2ccsc2c1=O)NCc1ccc2c(c1)OCO2
15	0	3	20	2	2	0.8	99	1	100	0	Cn1c(Cn2nnc3ccccc32)nnc1SCC(=O)N1c2ccccc2Sc2ccccc21
20	8	-1	11	-1	-2	1.0	100	-2	100	-2	CCCOc1ccc(N2C(=O)CC(NCc3cccs3)C2=O)cc1 (stereo unspecified)
7	14	0	16	-2	0	1.9	100	-4	101	0	Brc1ccc(-c2nnc3sc(CNC4CCCC4)cn23)cc1
3	2	-4	9	-5	-1	0.2	96	-9	97	2	O=C(CSc1nc2ccccc2[nH]1)N1CCN(C(=O)c2ccco2)CC1
5	4	0	10	-2	-4	0.3	100	-1	102	-3	O=C(COC(=O)/C=C/c1ccccc1[N+](=O)[O-])NC1CC1
12	3	3	8	6	6	0.4	111	5	106	7	Cc1c(Br)c([N+](=O)[O-])nn1CC(=O)Nc1c(C)n(C)n(-c2ccccc2)c1=O
11	2	0	16	-1	-1	0.1	108	-3	104	-5	Cc1ccc(CNC(=O)c2cc(COc3c(F)cccc3F)on2)s1
